Screening results deposited in PubChem by National Center for Advancing Translational Sciences (NCATS).
NPC1 prom act – NPC1 promoter activation; Huh7 NPC1 promoter luciferase reporter, 24 h; Potency, µM (titrated, usually from 9.22 µM), inactives show at the highest dose activation, usual class: activators; 320,000 tested, 2.4% active; AID 485313;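 note: potency is the fitted concentration of half-maximal effect; % of control where 0% means no effect; nearly all actives have a fitted effect of over 60% in size; reporter is driven by a mutant NPC1 promoter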
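Stably transfected Huh7 (NPC1 promoter→luciferase), 1500 cells/well in Opti-MEM + 10% FBS, 2 h settle, then compound 24 h at 37 °C. Luminescence after 10 min with Amplite reagent.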
ELG1 repair inh – inhibitors of ELG1-dependent DNA repair in HEK293T cells. HEK293T ELG1-luciferase reporter, luminescence, 16 h; DNA damage induced by 5-fluorouridine. Potency, µM (top dose mostly 46.1 µM), for inactives: at the highest dose activity change, negative = inhibition, actives largely listed as inhibitors. 330,000 tested, 2.3% active. AID 504467; note: potency is the fitted concentration of half-maximal effect; % is set by controls: 0 for no effect and ±100 for the full control effect; nearly all actives have a fitted effect of over 55% in size
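Reporter activity after DNA damage by 5-fluorouridine is monitored. Compound-treated cells incubate 16 hr at 37 °C, then ONE-Glo is added for 30 min before luminescence reading.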
BRCA1 expr act – activators of BRCA1 expression; MCF7-BRCA1-FFLuc reporter, luminescence, 48 h; response scale: scaled: vehicle 0%, 10 µM genistein 100%; Potency, µM (doses to about 46.1 µM), inactives show top-dose activation, hits mostly activators; 380,000 tested, 1.1% active; AID 624202; note: potency is the fitted concentration of half-maximal effect; nearly all actives have a fitted effect of over 80% in size; some results filed as inactive show a strong effect at the top dose
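Luminescence from a BRCA1-driven firefly luciferase in MCF7 cells was the read-out, taken 15 min after substrate addition following 48 h compound exposure at 37 °C. Data were normalized to a 10 microM genistein control and DMSO vehicle.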
Rab9 promoter act – Rab9 promoter activation. AID 485297. Potency, µM (titrated, usually from 9.22 µM), inactives show top-dose activation, negative = inhibition, hits mostly activators. 320,000 tested, 2.8% active. Huh7 Rab9 promoter-luciferase reporter, luminescence, 24 h; note: potency is the fitted concentration of half-maximal effect; % of control where 0% means no effect; nearly all actives have a fitted effect of over 60% in size
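Promoter activation is measured as luciferase luminescence in Huh7 cells stably transfected with a Rab9 promoter–luciferase construct, following 24 h compound exposure at 37 °C and 10 min reagent incubation at ambient temperature.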
p53 reactivator – mutant p53 re-activation in reporter cells | H1299 p53-A138V BP100-luciferase reporter, luminescence, 24 h | Potency, µM (top dose mostly 92.2 µM), without a hit: at the highest dose activity change, positive = activation, actives largely listed as activators | 320,000 tested, 0.063% active; note: potency is the fitted concentration of half-maximal effect; % of control where 0% means no effect; nearly all actives have a fitted effect of over 45% in size
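p53-null H1299 cells stably carrying temperature-sensitive p53-A138V and a BP100-luciferase reporter were pinned with compounds (4-point, 1:5 series) and held 24 hrs at 37 deg C. Luminescence was read 10 min after detection reagent.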
ELG1 genotox – inducers of genotoxicity in HEK293T ELG1-luciferase cells; 330,000 tested, 1.3% active; HEK293T ELG1-luciferase reporter, luminescence, 16 h; Potency, µM (doses to about 46 µM), inactives show top-dose activity change, positive = activation, usual class: activators; note: potency is the fitted concentration of half-maximal effect; % of control where 0% means no effect; nearly all actives have a fitted effect of over 60% in size
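Screening used a luciferase reporter fused to human ELG1 in HEK293T cells. Luminescence was read on a CCD plate imager after 16 hr exposure and 30 min ONE-Glo incubation.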
Tb PFK block – T. brucei PFK enzyme inhibition; O15648; T. brucei PFK, ADP-Glo luminescence; Potency, µM (titrated, usually from 57.5 µM), inactives show at the top dose activity, negative = inhibition, usual class: inhibitors; 330,000 tested, 0.17% active;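 note: potency is the fitted concentration of half-maximal effect; 0% = uninhibited 1x PFK enzyme wells and -100% = no-enzyme wells; nearly all actives have a fitted effect of over 60% in size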
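PFK 1.25 nM, F6P 0.5 mM, ATP 0.1 mM, 0.1 M TEA pH 8.0, 5 mM MgCl2, 0.01% Tween20, 0.1% BSA; 45 min RT. ADP-Glo readout. qHTS titration up to 57 uM; curves fitted, compounds curve-classed.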
TRPV1 agonist – human TRPV1 agonism; Q8NER1; activation, % at 8.33 µM; AID 540275; TRPV1-expressing cells, Fluo-8 calcium influx, agonist mode; 320,000 tested, 0.19% active; in the data active = activation above about 80%; inconclusive = between about 30% and that limit; note: 0% is about no effect
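Fluo-8 calcium influx in TRPV1-expressing cells, kinetic read (ex 480/em 520 nm). Compound added and read 3 min for agonist activity, followed by capsaicin at EC20 final and 2 min further read for enhancement.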
FLuc modulator – counter-screen for miR-21 project: firefly luciferase inhibitors or activators | P08659 | purified FLuc, Km substrates, luminescence inhibition | Potency, µM (titrated, usually from 57.5 µM), for inactives: at the highest dose activity change, negative = inhibition, most hits filed as inhibitors | 360,000 tested, 6.9% active;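 note: potency is the fitted concentration of half-maximal effect; plate controls were vehicle for no effect and reference inhibitor for full effect; nearly all actives have a fitted effect of over 55% in size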
Target sequence (P08659 whole entry, looked up): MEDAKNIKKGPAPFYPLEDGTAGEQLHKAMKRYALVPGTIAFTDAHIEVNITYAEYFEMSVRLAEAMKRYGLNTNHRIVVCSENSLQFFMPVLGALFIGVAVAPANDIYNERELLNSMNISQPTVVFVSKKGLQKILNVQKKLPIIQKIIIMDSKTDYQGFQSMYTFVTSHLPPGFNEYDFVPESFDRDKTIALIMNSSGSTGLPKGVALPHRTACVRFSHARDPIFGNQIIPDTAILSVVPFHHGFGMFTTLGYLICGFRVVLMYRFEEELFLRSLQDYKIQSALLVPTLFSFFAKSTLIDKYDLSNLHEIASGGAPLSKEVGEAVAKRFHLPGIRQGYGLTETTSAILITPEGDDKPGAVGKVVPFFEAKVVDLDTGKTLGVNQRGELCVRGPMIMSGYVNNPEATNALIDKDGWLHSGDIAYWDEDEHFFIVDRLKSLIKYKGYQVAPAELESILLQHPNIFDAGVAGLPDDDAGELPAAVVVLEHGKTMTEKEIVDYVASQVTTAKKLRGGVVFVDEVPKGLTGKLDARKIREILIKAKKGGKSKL
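Biochemical qHTS of compounds, final roughly 60 µM downward over six points, against 10 nM purified firefly luciferase using Km concentrations of substrates (10 uM D-luciferin, 10 uM ATP) in Tris acetate pH 7.5 buffer; luminescence output.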
VP16 counter – Gal4-VP16 reporter inhibition counter-screen | Drosophila S2 Gal4-VP16 UAS-luciferase, luminescence, 20 h | Potency, µM (titrated, usually from 53.6 µM), without a hit: top-dose activity, negative = inhibition, actives largely listed as inhibitors | 310,000 tested, 3.5% active | AID 2546;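 note: Gal4-VP16 expression switched on by copper sulfate through the metallothionein promoter; potency is the fitted concentration of half-maximal effect; % is set by controls: 0 for no effect and ±100 for the full control effect; nearly all actives have a fitted effect of over 50% in size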
RORg inh – blocks mouse ROR gamma transcriptional activity; P51450; Drosophila S2 Gal4-RORgamma UAS-luciferase reporter, 20 h; Potency, µM (series often up to 53.6 µM), for inactives: top-dose activity change, negative = inhibition, most hits filed as inhibitors; 310,000 tested, 5.4% active; AID 2551; note: potency is the fitted concentration of half-maximal effect; % is set by controls: 0 for no effect and ±100 for the full control effect; nearly all actives have a fitted effect of over 60% in size
Target sequence (P51450 whole entry, looked up, the tested form may be a part): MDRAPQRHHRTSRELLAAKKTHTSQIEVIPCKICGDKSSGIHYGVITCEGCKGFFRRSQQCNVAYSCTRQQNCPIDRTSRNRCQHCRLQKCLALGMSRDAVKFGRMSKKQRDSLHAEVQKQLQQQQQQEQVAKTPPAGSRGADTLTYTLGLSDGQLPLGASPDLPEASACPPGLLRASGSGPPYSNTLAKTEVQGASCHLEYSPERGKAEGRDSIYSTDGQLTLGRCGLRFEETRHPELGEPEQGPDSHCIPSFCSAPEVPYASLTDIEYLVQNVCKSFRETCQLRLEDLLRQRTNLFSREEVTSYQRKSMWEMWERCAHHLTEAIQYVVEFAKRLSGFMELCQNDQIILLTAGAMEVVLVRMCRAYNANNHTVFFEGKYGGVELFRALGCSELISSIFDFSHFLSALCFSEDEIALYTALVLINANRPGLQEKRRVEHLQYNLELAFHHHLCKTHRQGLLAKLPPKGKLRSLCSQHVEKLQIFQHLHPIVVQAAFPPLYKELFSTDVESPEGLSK
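Schneider cells (Drosophila), stable Gal4 DBD–ROR gamma + UAS-luc; 1 hr cmpd preincubation; Cu2+ induction 700 uM final; 20 hr ambient; luminescence.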
An asterisk follows results filed as active; ? = inconclusive; nt = not tested or not shown; & = joins results of further samples; [ ] = remark or other dose. Unless noted, calls come from the whole dose curve; as a rule, active = well fitted curve in the direction sought with a large enough effect; inconclusive = small, poorly fitted or top-dose-only effect, or another doubt; inactive = no such curve, though single readings can be large; an effect the other way counts as inactive or inconclusive. The order is random; any-hit rate near 15%.

Below each compound – NPC1 prom act | ELG1 repair inh | BRCA1 expr act | Rab9 promoter act | p53 reactivator | ELG1 genotox | Tb PFK block | TRPV1 agonist | FLuc modulator | VP16 counter | RORg inh
1	CCCCSc1ccc2nc(-c3ccc(C#N)cc3)cn2c1
 : ? | ? | ? | ? | ? | 4.1% | -2.4% | ? | 4.78µM* | 2.3% | -3.3%
2	CCN1C(=O)C(CC(=O)Nc2ccc(Cl)cc2)N(NC(=O)c2ccncc2)C1=S (stereo not given)
 : -2.1% | 2.2% | -6.1% | 1.1% | -1.0% | -2.2% | -10.3% | 6.6 | 3.8% | 5.7% | -15.0%
3	O=C(CSc1ccc(-c2ccc(F)cc2)nn1)N1CCN(c2ccccc2)CC1
 : -0.3% | 2.9% | 1.5% | 1.0% | 8.9% | 4.7% | 2.3% | -2.8 | 1.1% | -7.4% | -14.4%
4	COc1ccc(N(C(=O)Cn2nnc(-c3ccc(C)o3)n2)C(C(=O)NC2CCCC2)c2ccncc2)cc1 (stereo not given)
 : 0.8% | 17.1% | -20.8% | 4.1% | -0.6% | -2.7% | 0.0% | -1.2 | -0.5% | -7.7% | -31.4%
5	O=C(c1cc(COc2ccc(F)cc2Cl)on1)N(Cc1ccncc1)CC1CCCO1 (stereo not given)
 : -1.9% | -1.7% | -11.1% | -0.1% | -1.5% | -4.7% | -0.7% | -3.2 | -2.7% | 4.8% | 19.4%
6	CC(=O)Nc1ccc(S(=O)(=O)NCc2cc(=O)n(C)c(=O)n2C)cc1
 : -2.7% | 3.4% | -5.0% | -7.2% | -1.7% | 0.4% | 4.2% | 1.5 | 0.9% | -4.1% | -16.8%
7	COc1ccccc1CNC(=O)c1ccc2c(c1)OCO2
 : 0.4% | ? | 20.5% | -0.6% | 0.8% | 1.3% | 0.1% | ? | -0.3% | ? | 20.5%
8	CC(=O)NC(NC(C)=O)c1ccc(Br)cc1
 : 6.4% | 0.4% | 1.9% | -0.8% | -1.7% | -1.2% | 0.2% | -1.3 | -4.4% | 0.0% | 2.6%
9	O=C(Nc1ccc(Cl)cn1)Nc1cccs1
 : ? | ? | 75.5% | ? | 8.7% | ? | 1.6% | ? | ? | 14.1µM* | ?
10	Cn1cc(C(=O)C(F)(F)F)c2ccccc21
 : 1.5% | -2.1% | -7.7% | 5.2% | 10.9% | 4.1% | 0.7% | -0.1 | 3.5% | -6.6% | 21.5%
11	CS(=O)(=O)c1ccc(C(=O)OCC(=O)c2ccc(Cl)s2)cc1
 : -3.5% | ? | 3.9% | 3.1% | 7.0% | -3.4% | -2.3% | -3.3 | 0.6% | nt | nt
12	CC(=O)c1ccc(NC(=O)/C(=C\c2ccco2)NC(=O)c2ccco2)cc1
 : 3.6% | 19.4% | -1.0% | -1.8% | 3.0% | 3.3% | 0.6% | 2.7 | -5.5% | 12.0% | -1.6%
13	COc1ccc(C(=O)Nc2ccc3cn[nH]c3c2)c(OC)c1
 : ? | ? | 0.0% | ? | -2.0% | ? | -0.6% | 9.0 | 6.01µM* | -0.5% | -38.7%
14	CC1CCCC(C)N1C(=O)COC(=O)c1cccs1 (stereo not given)
 : nt | ? | 28.7% | nt | 3.3% | 0.4% | 5.0% | nt | nt | nt | nt
15	CN1C(=O)CC(C(=O)O)SC1=Nc1ccc(F)cc1 (stereo not given)
 : -2.8% | -0.1% | 0.5% | -6.3% | -9.0% | 0.2% | -0.8% | -1.3 | 5.8% | 1.3% | -30.7%
16	CCOC(=O)/C=C/[C@H]1CCc2cccc(Cl)c2O1
 : 14.1% | 22.2% | -1.9% | 5.5% | 10.4% | 1.1% | -7.6% | 21.9 | -22.6% | nt | nt
17	Fc1ccc(-n2c(Cc3cccs3)n[nH]c2=S)cc1Cl
 : -3.1% | -0.5% | -13.6% | -6.1% | -3.1% | 0.1% | 6.6% | -1.2 | -18.4% | -5.8% | 14.1µM*
18	CCCCNC(=O)CCC(=O)Nc1ccc2nc(N3CCC(C)CC3)cc(C)c2c1
 : 5.6% | ? | 13.9% | ? | 16.1% | -4.9% | -0.6% | -2.3 | ? | -1.7% | 21.1%
19	O=C(OC(C(=O)NCc1cccs1)c1ccccc1F)c1ccco1 (stereo not given)
 : -4.5% | -7.4% | 3.4% | -8.3% | -1.6% | 1.3% | -1.7% | 2.8 | 5.6% | 17.2% | 26.9%
20	COC(=O)c1ccccc1NC(=O)CSc1nc(N)cc(N)n1
 : -1.4% | ? | 0.0% | 5.9% | -5.1% | 5.1% | -3.2% | nt | 0.6% | 1.6% | 43.2%
21	CCCNS(=O)(=O)c1cccc2cccnc12
 : -1.1% | -0.1% | -2.7% | -10.9% | 1.2% | -0.3% | 1.0% | nt | 0.9% | -0.6% | -3.1%
22	CC(C)(C)OC(=O)N1CCC(Cc2cc(-c3cccc(Br)c3)no2)(C(=O)O)CC1
 : -4.7% | -3.2% | 5.5% | -6.0% | 1.1% | -4.6% | 1.9% | -5.7 | ? | -3.1% | 34.7%
23	N=c1c(C(=O)NC2CCCCC2)cc2c(=O)n3ccccc3nc2n1Cc1ccccc1
 : 2.8% | -6.6% | -4.7% | -4.0% | 17.3% | -0.1% | 1.8% | ? | -1.4% | -10.6% | 0.9%
24	O=C(C1CCCN(S(=O)(=O)c2ccc(Br)s2)C1)N1CCN(c2ccccc2)CC1 (stereo not given)
 : 1.3% | 14.6µM* | -62.9% | -5.2% | -7.1% | -8.2% | 2.2% | 0.7 | 0.8%&-0.9% | -1.5% | ?
25	CCn1c(=O)cc(OCC(=O)Nc2cccnc2)c2ccccc21
 : -0.6% | ? | -0.1% | 9.0% | -1.7% | 13.0% | -7.6%[0.46 µM] | 1.4 | -0.8% | 5.2% | ?
26	O=C(NCCCN1CCc2ccccc2C1)Nc1ccc(Br)cc1
 : 1.5% | 6.0% | -0.6% | -4.4% | 4.2% | -0.3% | -8.6% | ? | ? | -1.6% | 13.7%
27	Cn1c(SCC(=O)NCc2ccccc2)nnc1-c1ccc(NC(=O)CCc2ccccc2)cc1
 : -0.7% | 0.1% | -15.6% | -8.6% | -0.2% | 0.0% | -5.2% | 1.0 | -1.0% | -3.7% | 12.1%
28	CC1=N/C(=C/c2ccco2)C(=O)O1
 : 0.2% | -7.6% | -5.4% | -6.0% | 1.5% | -0.1% | -22.2% | 2.6 | -0.9% | -4.2% | 6.9%
29	O=C(COC(=O)c1ccc2c(=O)n3c(nc2c1)CCC3)NC1CCS(=O)(=O)C1 (stereo not given)
 : 0.9% | 19.0% | 9.8% | -30.5%[inhibitor] | -2.7% | 2.9% | 1.9% | 1.5 | -0.7% | -1.9% | 13.6%
30	N/C(=N\OC(=O)Nc1ccccc1)c1ccno1
 : -0.2% | ? | -0.3% | 14.2% | 7.4% | 7.1% | 2.0% | -1.3 | ? | 7.1% | 7.0%
31	COc1ccc(OC)c(CNS(=O)(=O)c2c(C)nc3scc(C)n3c2=O)c1
 : -1.3% | 22.8% | -5.2% | 4.0% | 20.5% | 2.0% | -17.6% | 13.1 | -0.1% | -4.9% | -18.3%
32	CCOc1cc(C2C(C#N)=C(N)Oc3cc(N)ccc32)ccc1O (stereo not given)
 : 3.6% | ? | -1.0% | -4.9% | 7.6% | -11.6% | 1.4% | -0.2 | -4.5% | -5.7% | ?
33	CCN(C(=O)COC(=O)c1cc(S(=O)(=O)Nc2c(C)n(C)n(-c3ccccc3)c2=O)ccc1Cl)C1CCCCC1
 : -0.6% | ? | -3.4% | -1.0% | -0.6% | -5.7% | -1.7% | 1.4 | -13.7% | -7.3% | -2.7%
34	Cc1cccc(C(=O)NCCC(=O)NCc2ccccc2F)c1
 : 3.7% | 14.1% | -10.6% | 5.8% | 3.3% | 3.7% | 0.0% | -2.0 | nt | nt | nt
35	CC(C)C(c1nnnn1Cc1cccs1)N1CCN(c2ccccc2)CC1 (stereo not given)
 : -0.6% | 10.6% | -28.0% | 8.0% | 5.9% | 0.0% | 1.6% | 12.3 | 4.5% | 11.1% | ?
36	Cn1cc(Br)c(-c2cccc(N3C(=O)CC(C)(C)CC3=O)c2)n1
 : 1.0% | ? | -2.3% | 0.6% | -3.3% | -7.1% | 0.7% | 1.8 | -1.1% | -21.1% | 28.4%
37	COc1cc2c(cc1OC)/C(=C/C(=O)c1ccc(C)cc1)NCC2
 : -2.3% | -8.6% | -22.8% | 5.7% | -6.1% | 7.3% | 8.3% | 4.5 | 16.9µM* | 1.6% | 4.8%
